UDG counter: Primary qHTS assay for inhibitors of Activation Induced Cytidine Deaminase (AID): UDG Counterscreen signal. AID 1347430, 2020. FRET deamination/UDG coupled assay, UDG read, 4 h. Uracil-DNA glycosylase. 0.14% of 91,000 active. Potency, µM (doses to about 115 µM), for the others: at the highest dose activity change, negative = inhibition, actives largely listed as inhibitors; note: nearly all actives have a fitted effect of over 65% in size
AID inh: Primary qHTS assay for inhibitors of Activation Induced Cytidine Deaminase (AID): AID signal; Single-stranded DNA cytosine deaminase (Homo sapiens), Q9GZX7; 0.32% of 91,000 active; Potency, µM (top dose mostly 115 µM), for inactives: at the top dose activity change, negative = inhibition, hits mostly inhibitors; AID deamination FRET fluorescence, UDG-coupled, 4 h; note: nearly all actives have a fitted effect of over 25% in size
Target sequence (Q9GZX7 whole entry, looked up): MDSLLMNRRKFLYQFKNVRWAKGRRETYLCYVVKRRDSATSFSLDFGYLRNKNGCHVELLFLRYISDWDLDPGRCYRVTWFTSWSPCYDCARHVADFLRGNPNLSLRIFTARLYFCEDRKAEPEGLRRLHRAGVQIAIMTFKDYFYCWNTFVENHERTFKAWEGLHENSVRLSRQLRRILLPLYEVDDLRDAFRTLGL
Starred values were filed as active, the others as inactive; ? = inconclusive; [ ] = dose if it differs, or a comment. Calls come from the whole dose curve; as a rule, active = well fitted curve in the direction sought with a large enough effect; inconclusive = small, poorly fitted or top-dose-only effect, or another doubt; inactive = no such curve, though single readings can be large; an effect the other way counts as inactive or inconclusive. % is set by controls: 0 for no effect and ±100 for the full control effect; potency is the fitted concentration of half-maximal effect.

SMILES | UDG counter | AID inh
Cc1cccn2c(Nc3ccccc3)c(-c3ccc(N4CCOCC4)cc3)nc12 | -6% | 32%[activator]
CC(C)C(NCC(N)=O)c1cccs1 (stereo not drawn) | -7% | -8%
O=[N+]([O-])c1cccc2nc(/C=C/c3cccc(F)c3)ccc12 | 3% | 7%
CC1(C)CC(=O)C2=C(C1)OC(N)=C(C#N)C2c1cccc(F)c1 (stereo not drawn) | 2% | -2%
CCCN(CCC)CCCNC(=O)C1CCC(CNS(=O)(=O)c2ccc(NC(C)=O)cc2)CC1 (stereo not drawn) | -1%[57.5 µM] | 5%
Cc1oc2c(c(C)cc3oc(=O)c(CC(=O)NCCc4ccccc4F)c(C)c32)c1C | 6% | 0%
CCOc1ccc(S(=O)(=O)c2cc3cccc(OCC)c3oc2=O)cc1 | 24% | 16%
CCC(C)(C)C1CCc2c(sc(NC(=O)C(C)C)c2C#N)C1 (stereo not drawn) | 8% | 10%
O=C(Nc1ccc(F)cc1)C1CCCN1c1ncnc2ccccc12 (stereo not drawn) | 2% | 0%
CCn1c(=O)c(=O)n(CC)c2cc(N3CCCCC3)c(NC(=O)c3cccc(F)c3)cc21 | -9% | 16%
CCOC(=O)C1CCN([C@H]2CS(=O)(=O)C[C@@H]2S(=O)(=O)c2ccc(F)cc2)CC1 | 2% | -2%
Cc1ccc(S(=O)(=O)c2c(Nc3ccccc3)sc(C(=O)c3ccc4c(c3)OCO4)c2N)cc1 | -6% | 14%
COc1cc(Cl)c(NS(=O)(=O)c2cc3[nH]c(=O)c(=O)[nH]c3cc2C)c(OC)c1 | -3%[57.5 µM] | 6%
O=C(NC(NC(=O)c1ccccc1)c1cccc(I)c1F)c1ccccc1 | 20% | 9%
N#Cc1ccc(-c2csc(-c3ccsc3)n2)cc1 | -9% | -14%
CCc1ccccc1-n1c(N)c(C(=O)OC)sc1=S | 7% | -5%
O=S(=O)(c1ccc(Cl)cc1)c1nc(-c2ccco2)oc1SCc1ccccc1F | -11% | ?
COc1ccc(NC(=O)Cn2c(=O)n(CC(=O)NCCc3ccccc3)c(=O)c3ccccc32)cc1 | -8% | 1%
CCOC(=O)c1c(NC(=O)CCCOc2ccccc2C)sc2c1CCC(C)C2 (stereo not drawn) | 2% | -1%
COc1ccc(-c2nc3ccccc3o2)cc1NC(=O)Cc1ccc(Cl)cc1 | 13% | 24%
O=C(CSc1nc2c(sc3ccccc32)c(=O)n1CCCC(=O)NC1CCCC1)Nc1ccc(F)cc1 | 7%[57.5 µM] | 18%
CCC(C)c1ccc(-c2nc3ccccc3c(C(=O)O)c2C)cc1 (stereo not drawn) | -9% | -9%
Cc1ccc(N(CC(=O)NCc2ccc(Cl)cc2)S(=O)(=O)N(C)C)cc1 | -11%[57.5 µM] | -6%
O=C(CN1C(=O)S/C(=C\c2ccc(F)cc2)C1=O)Nc1ccc2oc(=O)ccc2c1 | 3% | -3%
O=C(COc1cccc(Cl)c1)NC1CCCN(c2ncccn2)C1 (stereo not drawn) | -7% | -4%

More compounds
SMILES | UDG counter | AID inh
Cc1ccc(OCC(=O)Nc2ccc(S(=O)(=O)N(Cc3ccccc3)c3ccccc3)cc2)cc1 | -9%[57.5 µM] | 14%[57.5 µM]
CS(=O)(=O)c1ccc(Cl)c(NC(=O)CCNC(=O)c2ccco2)c1 | -2% | -9%
O=C(Cc1ccc2c(c1)CCCC2)NC1CCCCCC1 | 0% | 9%
O=C(CSc1nnc2ccccn12)c1ccc(F)c(F)c1 | 1% | 6%
CN1CCN(C(=O)c2cc(=O)c3cc(Cl)cc(Cl)c3o2)CC1 | 11% | 1%
COCCCNC(=O)c1ccc2c(c1)nc1n2CCCCC1 | ? | -3%
Cn1nc(C(=O)NCc2cnn(-c3ccccc3)c2)c2ccccc2c1=O | 6% | -3%
CCOc1ccccc1N(C)C(=O)NCc1noc2ccccc12 | 5% | 3%
O=C(Nc1cccc(C(=O)N2CCN(c3cccc(Cl)c3)CC2)c1)c1nsc2ccccc12 | -12% | ?
Cc1cc(C)cc(NC(=O)c2cc(S(=O)(=O)NCCC3=CCCCC3)ccc2F)c1 | 20% | 9%
Cc1ccc(C)c(OC(=O)CSc2nnc(-c3ccc4c(c3)OCO4)o2)c1 | 10% | 9%
O=C(CCc1ccccc1)NCCc1csc(-c2cccc(F)c2)n1 | -17% | -25%
O=C(NC(c1ccccc1)c1ccccc1)C1CC1c1ccccc1 (stereo not drawn) | 1% | -6%
O=C1CCCc2cc(S(=O)(=O)N3CCCC(C(=O)NCc4ccccc4)C3)ccc2N1 (stereo not drawn) | 12% | 3%
Cc1ccccc1CNC(=O)CN1C(=O)C2CCCCN2c2ccc(C(=O)N3CCCC3)cc21 (stereo not drawn) | 0% | 7%
CCc1cccc(NC(=O)CSc2ncc3c(n2)-c2cc(Cl)ccc2N(C)S3(=O)=O)c1 | -17% | 11%
COc1cccc(C(=O)/C(=C/c2ccco2)c2nc3ccccc3o2)c1 | 0% | -21%
Cc1ccc2c(C)c(CCC(=O)Nc3ccccc3Br)c(=O)oc2c1 | 2% | 8%
C=CCOc1ccc2c(=O)c(Oc3cc(C)cc(C)c3)coc2c1 | 1% | -3%
Cc1cccc(CSc2nnc(COc3ccc(Cl)c(C)c3)n2C)c1 | 0% | ?
COc1ccc(-c2nnc(SCC(=O)c3ccc(NC(C)=O)cc3)o2)cc1OC | -7% | -13%
CC1=[N+]([O-])C(C)(C)C(c2ccc(Cl)cc2)=[N+]1[O-] | -1% | -4%
CCCc1ccc(C2C3=C(CC(C)(C)CC3=O)NC3=C2C(=O)c2ccccc23)cc1 (stereo not drawn) | -6% | -22%
COc1ccc(C(=O)Oc2ccc(C#N)cc2)cc1OC | 4% | -4%
O=C(Nc1nnc(S(=O)(=O)N2CCCc3ccccc32)s1)c1ccccc1 | 9% | 33%[activator]

Further records:
SMILES | UDG counter | AID inh
N#Cc1c(N)n[nH]c1CCCNC(=O)c1cc2ccccc2cc1O | ? | 3%
CCc1nn2c(=O)c(S(=O)(=O)Nc3ccc(C)c(C)c3)c(C)nc2s1 | 27% | -1%
O=C(CN1CCSc2ccccc21)N1CCN(c2cccc(Cl)c2)CC1 | -8% | -20%
Cc1c(C=O)c(C)n(-c2ccccc2)c1C | 6% | 2%
O/N=C/c1ccc(Cl)cc1Cl | 0% | -4%
Cc1ccc(NC(=O)Cn2c(=O)c(CNc3ccccc3)cc3cc4c(cc32)OCCO4)cc1 | 6% | 93%[activator]
COc1ccc(-n2nnnc2C2CCN(S(=O)(=O)c3cccc(C(F)(F)F)c3)CC2)cc1 | 2% | 4%
Cc1cc(C)c(NC(=O)CN2C(=O)CCSc3ccc(S(=O)(=O)N4CCCC4)cc32)c(C)c1 | -2% | -1%
Cc1nc2ccc(NC(=O)CC3CC4CCC3C4)cc2s1 (stereo not drawn) | -2% | -12%
COc1nn(C)c2nc(C)c(CCC(=O)NC3CCCC3)c(C)c12 | -5% | -5%
Cc1cccc(C)c1Nc1ncnc2sccc12 | -3% | 2%
COCCNc1oc(-c2ccc(OC)cc2)nc1S(=O)(=O)c1ccc2c(c1)OCCO2 | 0% | -19%
O=C(Cn1cc(S(=O)(=O)Cc2ccccc2Cl)c2ccccc21)NCCc1ccccc1 | -12% | 24%
CCNC(C(=O)OCC)c1ccc(Cl)cc1 (stereo not drawn) | -3% | 2%
CCOc1cc(/C=C2\NC(=O)NC2=O)ccc1OCc1ccc(Cl)cc1 | 0% | 3%
Cc1ccc(-n2cc(-c3ccccc3)c3c(N4CCCCC4)ncnc32)cc1 | -6%[57.5 µM] | ?
O=C(O)c1cc(Sc2ccccc2C(F)(F)F)nc2ccccc12 | -2% | -3%
CCC(C)(C)c1ccc(OCC(O)CNCc2ccccc2)c(C(C)(C)CC)c1 (stereo not drawn) | -6% | -19%
COc1ccc(OC)c(NC(=O)Cn2cnc3c(oc4ccccc43)c2=O)c1 | 10% | -8%
COC(=O)CC(N)c1ccc(C)cc1C (stereo not drawn) | 7% | 10%
CN(C)C(=O)CSc1nc(C2CC2)nc2ccccc12 | 4% | 1%
CN1CCN(C(NC(=O)c2cccs2)C(=O)c2ccccc2)CC1 (stereo not drawn) | -2% | -8%
Cc1oc(-c2ccccc2)nc1C(=O)Nc1cccc(F)c1 | 1% | -1%
Cc1cccc(N2CCN(C(=O)c3ccc4c(Cl)c5c(nc4c3)CCCC5)CC2C)c1 (stereo not drawn) | -15% | ?
CC(NC(=O)C1(C#N)CCCC1)C12CC3CC(CC(C3)C1)C2 (stereo not drawn) | -10% | -10%

Next entries
SMILES | UDG counter | AID inh
O=C(CCCCCn1c(=O)[nH]c2ccccc2c1=O)NCCc1ccccc1 | 14% | -11%
CCOc1ccc(N/C=C/C(=O)c2ccc(-c3ccccc3)cc2)cc1 | -7% | -9%
O=C(NCc1ccccc1Cl)c1ccc2c(c1)NC(=O)C(CS(=O)(=O)Cc1ccc(Cl)cc1)N2 (stereo not drawn) | 7%[57.5 µM] | 395%[activator]
O=C(Cn1cnc(S(=O)(=O)N2CCCC2)c1)Nc1cccc(Br)c1 | -10% | 18%
O=C(O)CCCCCCCCC#CC#CCCc1ccccc1 | 3% | ?
Cc1cc(C2CC(=O)OC3=C2C(=O)CC(C)(C)C3)c(C)s1 (stereo not drawn) | -5% | -17%
COC(=O)c1cc2oc3ccccc3c2n1Cc1c(C)cc(C)cc1C | -15% | -2%
COc1cccc(C(=O)Nc2oc3ccc(Cl)cc3c(=O)c2-c2ccc3c(c2)OCO3)c1 | 2% | 4%
Cc1cc([N+](=O)[O-])ccc1NC(=O)COC(=O)C12CC3CC(CC(Cl)(C3)C1)C2 | -1% | -5%
Cc1c(C#N)c(N)nc2c3c(sc12)NC(=O)CC3c1ccccc1 (stereo not drawn) | 3% | -7%
Cc1cccc(NC(=O)CSc2nc(N3CCOCC3)c3c(c2C#N)CCCC3)c1 | -3% | 3%
CCN(CC)C(=O)c1sc2c(c1C)c(=O)n(CCc1ccccc1)c(=O)n2Cc1cccc(Cl)c1 | -22% | ?
CC(CCc1ccccc1)NC(=O)COC(=O)c1cc(C(C)(C)C)cc(C(C)(C)C)c1 (stereo not drawn) | -6% | -5%
COc1ccc(NC(=O)CSc2nc(C)c3c(c2C#N)CCCC3)cc1 | 2% | -9%
Cc1cccc(NC(=O)c2sc(-n3nc(C)c(Cl)c3C)nc2C)c1 | -3% | 3%
Cc1nc(-n2nc(C)c(Cc3ccc(Cl)cc3)c2C)sc1C(=O)N1CCC(C)CC1 | -7% | 1%
Cc1ccc(OCC(=O)Nc2nnc(SCc3cc(=O)c4ccccc4[nH]3)s2)cc1C | -2%[57.5 µM] | -3%
COc1ccccc1NC(=O)c1oc2ccccc2c1NC(=O)COc1cccc(C)c1 | -4% | 8%
Cc1ccc(NC(=O)Cn2c(=O)n(CCCC(=O)NCc3ccc4c(c3)OCO4)c(=O)c3ccccc32)cc1 | 3% | 6%
CCN(CC)C(=O)COc1ccc(-c2nnc(Nc3ccc(OC)cc3)c3ccccc23)cc1 | -2% | ?
CC(=O)c1cc2c(cc1NC(=O)c1c(C)nn(-c3ccc(C)cc3)c1-n1cccc1)OCO2 | 5%[57.5 µM] | 3%
Cc1ccccc1C(=O)Nc1c(NC2CCCC2)c2ccccc2oc1=O | 1% | -1%
COC(=O)c1cccc2c1-c1ccccc1/C2=N\O | 7% | -1%
CC1Cc2ccccc2N1C(=O)COC(=O)c1ccc(-n2cnnn2)cc1 (stereo not drawn) | -10% | -6%
Cc1ccc(NS(=O)(=O)c2ccc3c(c2)CC(=O)N3)cc1Cl | -4% | 71%[activator]

More records follow.
SMILES | UDG counter | AID inh
COc1ccc(NC(=O)C(=O)NCCc2ccccc2)cc1OC | 0% | -2%
COCc1nnc(NC(=O)CCc2ccc(-c3ccc(C)cc3)o2)s1 | 3% | 7%
Cc1nc2ccc(C(=O)NC3CC(C)(C)NC(C)(C)C3)cc2nc1C | 1% | 11%
CCCCCSc1nc2c(c(=O)[nH]c(=O)n2C)n1CCC | 19% | -18%
COc1cc(C2CC(=O)NC(SCc3ccccc3)=C2C#N)ccc1O (stereo not drawn) | 0% | -2%
CC(C)(C)n1nnnc1SCC(=O)N(Cc1cccs1)c1ccc2c(c1)OCCO2 | -12% | -17%

Entries listed so far that contain a thiophene ring, fused or not (12):
SMILES | UDG counter | AID inh
CC(C)C(NCC(N)=O)c1cccs1 (stereo not drawn) | -7% | -8%
CCC(C)(C)C1CCc2c(sc(NC(=O)C(C)C)c2C#N)C1 (stereo not drawn) | 8% | 10%
Cc1ccc(S(=O)(=O)c2c(Nc3ccccc3)sc(C(=O)c3ccc4c(c3)OCO4)c2N)cc1 | -6% | 14%
N#Cc1ccc(-c2csc(-c3ccsc3)n2)cc1 | -9% | -14%
CCOC(=O)c1c(NC(=O)CCCOc2ccccc2C)sc2c1CCC(C)C2 (stereo not drawn) | 2% | -1%
O=C(CSc1nc2c(sc3ccccc32)c(=O)n1CCCC(=O)NC1CCCC1)Nc1ccc(F)cc1 | 7%[57.5 µM] | 18%
Cc1cccc(C)c1Nc1ncnc2sccc12 | -3% | 2%
CN1CCN(C(NC(=O)c2cccs2)C(=O)c2ccccc2)CC1 (stereo not drawn) | -2% | -8%
Cc1cc(C2CC(=O)OC3=C2C(=O)CC(C)(C)C3)c(C)s1 (stereo not drawn) | -5% | -17%
Cc1c(C#N)c(N)nc2c3c(sc12)NC(=O)CC3c1ccccc1 (stereo not drawn) | 3% | -7%
CCN(CC)C(=O)c1sc2c(c1C)c(=O)n(CCc1ccccc1)c(=O)n2Cc1cccc(Cl)c1 | -22% | ?
CC(C)(C)n1nnnc1SCC(=O)N(Cc1cccs1)c1ccc2c(c1)OCCO2 | -12% | -17%

From PubChem

A portion of the library; rates above refer to the full screens.
